Bioassay records deposited in PubChem by Sanford-Burnham Center for Chemical Genomics.
UPR CHOP act = apoptotic UPR (CHOP) activation; CHO-CHOP luciferase reporter, luminescence; percent of tunicamycin response over DMSO baseline; activation, % at 10 µM; actives 0.34% (n = 330,000); AID 449763;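 active means at 10 µM dose, activation of 40% or more, normalized to positive control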;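 further: 100% = tunicamycin at 10 µg/mL and 0% = DMSO alone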
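Evaluation: % reporter activation, DMSO baseline versus tunicamycin full activation; System: CHO-CHOP luciferase reporter cell line; Input: 500 cells/well; Incubation: 6 h compound treatment, 37 °C; Measured by: Steady-Glo luciferase luminescence; Dosing: one dose, 10 µM in 0.5% DMSO; Buffer or medium: F12 medium, 10% FBS; Benchmarks: positive tunicamycin 10 µg/mL, negative DMSO alone.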
tim10-1 inh = growth inhibitors of tim10-1 mutant yeast | S. cerevisiae tim10-1 ts strain growth, BacTiter-Glo, 24 h | inhibition, % at 20 µM | actives 2.2% (n = 330,000) | AID 463190;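 active means inhibition of at least 40%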;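 further: mutant grown at 25 °C; 0% = DMSO wells with yeast and 100% = wells holding no yeast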
XBP1 UPR activ = adaptive UPR (XBP1) activation; CHO-XBP1 luciferase reporter, IRE1-XBP1 UPR activation, luminescence; percent of tunicamycin response, DMSO as zero; activation, % at 20 µM; actives 0.33% (n = 330,000);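 active means versus positive control, 20 µM dose yields 30% or more activation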;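 further: 100% = tunicamycin at 10 µg/mL and 0% = DMSO only wells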
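Material: CHO cell line with stable XBP1 luciferase reporter; schedule: 16-18 h cell attachment at 37 °C, then 6 h compound exposure; signal: glow luminescence from Steady-Glo reagent; medium: serum-containing F12 medium, 10% FBS; benchmarks: tunicamycin 10 µg/mL and vehicle-only wells; read-out: percent activation relative to tunicamycin reference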
TIM10 inh = growth inhibitors of TIM10 yeast strain; actives 1.4% (n = 330,000); S. cerevisiae TIM10 strain growth, BacTiter-Glo luminescence, 24 h; inhibition, % at 10 µM;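 active means inhibition of 40% or more at the single tested concentration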;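 further: wild-type TIM10 isogenic control strain grown at permissive 25 °C; 0% = DMSO yeast wells and 100% = minimal medium wells without yeast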
Mdm2 MdmX PPI = human Mdm2/MdmX binding inhibition; SaOS-2 split-luciferase Mdm2/MdmX complementation, luminescence; inhibition, % at 8 µM; actives 3% (n = 330,000); AID 485346;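 active means inhibition of at least 50% at 8 µM in the primary screen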
Target sequence (O15151 whole entry, looked up): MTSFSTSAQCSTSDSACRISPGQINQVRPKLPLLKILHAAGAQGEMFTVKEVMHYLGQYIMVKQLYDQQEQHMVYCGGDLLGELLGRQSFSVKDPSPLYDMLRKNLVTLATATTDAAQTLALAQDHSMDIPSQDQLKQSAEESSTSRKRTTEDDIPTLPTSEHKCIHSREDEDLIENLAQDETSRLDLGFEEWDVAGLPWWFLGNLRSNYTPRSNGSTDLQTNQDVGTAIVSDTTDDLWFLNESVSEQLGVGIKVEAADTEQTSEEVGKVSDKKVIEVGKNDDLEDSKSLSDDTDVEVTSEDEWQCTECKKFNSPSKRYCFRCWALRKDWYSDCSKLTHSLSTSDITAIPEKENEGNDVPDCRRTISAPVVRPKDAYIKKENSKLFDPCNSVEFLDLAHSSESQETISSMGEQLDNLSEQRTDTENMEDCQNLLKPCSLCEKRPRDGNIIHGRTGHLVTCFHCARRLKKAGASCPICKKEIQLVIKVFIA
Target sequence (Q00987 whole entry, looked up): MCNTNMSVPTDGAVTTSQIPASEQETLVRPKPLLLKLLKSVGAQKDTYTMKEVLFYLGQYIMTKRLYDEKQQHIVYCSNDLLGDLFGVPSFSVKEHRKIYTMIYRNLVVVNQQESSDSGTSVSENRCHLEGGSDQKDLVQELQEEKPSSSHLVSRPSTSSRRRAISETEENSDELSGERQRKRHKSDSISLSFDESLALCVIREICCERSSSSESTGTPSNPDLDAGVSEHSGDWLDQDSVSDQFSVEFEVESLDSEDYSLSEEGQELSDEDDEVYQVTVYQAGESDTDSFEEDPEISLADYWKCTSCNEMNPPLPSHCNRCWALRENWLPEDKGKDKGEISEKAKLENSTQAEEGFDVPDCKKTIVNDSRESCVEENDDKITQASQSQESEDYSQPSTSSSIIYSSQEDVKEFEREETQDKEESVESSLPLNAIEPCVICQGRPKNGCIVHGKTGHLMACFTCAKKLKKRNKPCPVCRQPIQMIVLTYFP
tim23-1 inh = inhibits growth of tim23-1 mutant yeast; inhibition, % at 20 µM; AID 463212; S. cerevisiae tim23-1 growth, BacTiter-Glo luminescence, 24 h; actives 1.3% (n = 330,000);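 active means growth inhibition of the mutant yeast at or above 50%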;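 further: temperature-sensitive mutant grown at 25 °C; plate controls were DMSO-treated mutant yeast for no effect and medium wells lacking yeast for full effect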
Jurkat NFkB inh = lowers PMA/ionomycin-induced NF-kB signal in Jurkat cells. PMA/ionomycin-induced NF-kB luciferase reporter, luminescence. actives 0.53% (n = 330,000). AID 435003. inhibition, % at 4 µM; in the data active means inhibition above about 50%
697 NFkB inh = lowers PMA/ionomycin-induced NF-kB signal in 697 B cells | 697 B-cell NF-kB luciferase reporter, 16 h | inhibition, % at 4 µM | actives 0.33% (n = 330,000); in the data active means inhibition above about 35%
An asterisk follows results filed as active; x = not tested or not shown. An unsorted share of the library. About 6.6% of those tested had a hit in this group.

SMILES	UPR CHOP act	tim10-1 inh	XBP1 UPR activ	TIM10 inh	Mdm2 MdmX PPI	tim23-1 inh	Jurkat NFkB inh	697 NFkB inh
CCCCCc1cc(=O)oc2c(C(CCN3CCCC3)c3cc(OC)c(OC)c(OC)c3)c(OC)cc(OC)c12 (centres undefined)	8.9	2	2	4	100*	11	33	1
COc1ccccc1NS(=O)(=O)c1cccc2nsnc12	7.4	10	1	8	-14	20	-15	-12
CCOC(=O)[C@H]1[C@H]2COc3cc(OC)ccc3[C@@H]2N2C(=O)N(c3ccc(Cl)cc3)C(=O)[C@@]12C	-1.1	33	-1	5	1	43	2	-8
CCN(CC)C(=O)CN1C(=O)C(=O)c2ccccc21	-0.8	12	0	-8	0	0	-2	10
Cc1ccnc(NC(=O)c2sc3cc(Cl)ccc3c2Cl)c1	4.2	12	7	2	-42	2	-165	-146
COc1cc(NC(=O)c2ccccc2Cl)ccc1NC(=O)c1cccs1	4.1	-6	4	11	-78	-1	-94	-113
CN(C)CCC1CCN(c2cc(C#N)c(C#N)cc2[N+](=O)[O-])CC1	-0.5	-2	-3	-16	10	-2	3	-1
CN(C(=O)OC(C)(C)C)[C@H](Cc1ccccc1)C(=O)N[C@H]1CCCCNC1=O	0.4	10	-2	-6	-14	32	x	14
O=C(COC(=O)/C=C/c1cccc([N+](=O)[O-])c1)NCC1CCCO1 (centres undefined)	2.7	11	-1	9	-27	4	-14	-3
Cc1cccc(N(CC(=O)NC2CCCCC2)C(=O)c2ccc(C)s2)c1	-0.5	23	-2	20	8	29	4	10
CC(C)(C)C(=O)OCc1cn(-c2ccc(Cl)cc2)nn1	3.0	-8	1	-39	-6	-8	-31	9
CCC(C)NC(=O)NC(=O)N(C1CCCCC1)S(C)(=O)=O (centres undefined)	-0.3	1	2	-9	-7	1	-11	-10
CCCC(=O)Nc1ccc(C(=O)Nc2cc(C(F)(F)F)ccc2Cl)cc1	-0.8	19	6	9	5	27	-1	-9
Cc1cccc(C(=O)Nc2ccccc2SCC2CSc3nc4ccccc4c(=O)n32)c1 (centres undefined)	1.0	7	-2	4	63*	4	-15	-137
CS(=O)(=O)Nc1ccc(C2=NN(C(=O)CCCC(=O)O)C(c3cccs3)C2)cc1 (centres undefined)	-0.5	14	2	-6	-12	5	-14	-7
COc1ccc(CCNc2ccc(C(CC(N)=O)NC(=O)Cc3cccc4ccccc34)cc2[N+](=O)[O-])cc1 (centres undefined)	1.0	-1	-5	3	23	11	8	-9
CC(=O)OCC1OC(OCc2cn(C[C@H]3CC[C@@H]([C@@H]4CC[C@H](Cn5cc(COC6OC(COC(C)=O)C(OC(C)=O)C(OC(C)=O)C6OC(C)=O)nn5)O4)O3)nn2)C(OC(C)=O)C(OC(C)=O)C1OC(C)=O (some centres undefined)	0.9	0	-2	0	23	7	10	14
O=C(N/N=C/c1ccccc1O)C1(O)c2ccccc2-c2ccccc21	0.5	24	-1	16	18	3	-15	-4
Cc1oc(S(=O)(=O)N2CCOCC2)cc1C(=O)Nc1ccc(F)cc1	1.6	4	-2	9	-39	-3	-5	-8
COc1cccc(NC(=O)COC(=O)Cc2ccc(Br)cc2)c1	-0.9	-47	-5	0	6	4	-3	-15

The final 2 entries of the section above come first, to join the parts:
SMILES	UPR CHOP act	tim10-1 inh	XBP1 UPR activ	TIM10 inh	Mdm2 MdmX PPI	tim23-1 inh	Jurkat NFkB inh	697 NFkB inh
Cc1oc(S(=O)(=O)N2CCOCC2)cc1C(=O)Nc1ccc(F)cc1	1.6	4	-2	9	-39	-3	-5	-8
COc1cccc(NC(=O)COC(=O)Cc2ccc(Br)cc2)c1	-0.9	-47	-5	0	6	4	-3	-15
Cc1nn(Cc2ccccc2)c(C)c1CCC(=O)O	1.3	8	0	1	4	14	-11	5
O=C(NNC(=O)C1CCCO1)c1ccc(F)cc1 (centres undefined)	2.0	-4	1	-2	34	9	-8	-1
O=C(CSc1nnnn1-c1cccc2c1CCCC2)N1CCOCC1	-1.0	5	0	-5	10	-3	-6	20
CSCCC(Nc1nc2ccccc2s1)C(=O)O (centres undefined)	0.8	17	0	12	-8	16	-15	-8
Nc1c(N=O)c(=O)[nH]c(=O)n1-c1ccccc1	1.3	10	0	12	18	5	12	15
COc1ccc(NS(=O)(=O)c2cccc(C(=O)NNC(=O)COc3ccccc3)c2)cc1	-0.8	-10	-1	-2	-21	-9	8	4
CC(=O)Nc1cccc(NC(=O)CSc2nc(C)c(C)c(C)c2C#N)c1	-4.8	30	-3	-5	6	7	-3	19
COC(=O)c1ccccc1NC(=O)CN1C(=O)c2ccccc2C1=O	1.0	-16	0	-11	15	10	-2	12
Cc1sc2nc(SCC(=O)NCCO)n(C)c(=O)c2c1C	1.7	10	3	-1	1	1	-14	7
CCOC(=O)C1(O)CC(C)=NN1C(=O)c1cccc(Cl)c1 (centres undefined)	0.2	8	-1	6	0	11	1	24
Cc1csc(NC(=O)CSc2nsc(SCC(=O)Nc3nc(C)cs3)c2C#N)n1	12	-2	0	-1	-84	6	-146	-87
O=C(COc1cccnc1[N+](=O)[O-])NCCc1ccc(F)cc1	-0.5	20	-1	-17	4	0	2	12
CCOC(=O)C(C)Sc1nnc(NC(=O)c2ccc3c(c2)OCO3)s1 (centres undefined)	-0.1	23	0	5	5	23	0	4
Cn1c(=O)[nH]c(=O)c2[nH]c(NCCCN3CCOCC3)nc21	0.4	6	0	8	-13	-4	-10	5
COc1ccc(S(=O)(=O)N2CC(C(=O)O)Oc3ccccc32)cc1 (centres undefined)	-1.3	-4	-5	3	-17	-9	8	0
COc1ccc(CCNC(=O)CSc2nnc(CNC(=O)c3cc(OC)c(OC)c(OC)c3)o2)cc1OC	2.2	27	-8	17	11	13	8	-3
CCCCOC(=O)N1CCOCCOCCOCC1	0.2	21	0	14	4	1	-1	-2
O=C(CSc1ccc2nnc(-c3ccccc3)n2n1)NCc1ccco1	4.6	20	-1	-11	16	-6	1	-1
Cc1[nH]c(-c2ccc3c(c2)OCO3)nc1C(=O)O	-1.3	10	-2	-1	12	28	-16	-25
CCC(C)NC(=O)c1ccc(N2CCC3(CC2)OCCO3)c([N+](=O)[O-])c1 (centres undefined)	2.5	33	-1	-2	11	16	-1	-13

7 compounds from above, sorted by heavy-atom count, low to high.
SMILES	UPR CHOP act	tim10-1 inh	XBP1 UPR activ	TIM10 inh	Mdm2 MdmX PPI	tim23-1 inh	Jurkat NFkB inh	697 NFkB inh
O=C(NNC(=O)C1CCCO1)c1ccc(F)cc1 (centres undefined)	2.0	-4	1	-2	34	9	-8	-1
CCCCOC(=O)N1CCOCCOCCOCC1	0.2	21	0	14	4	1	-1	-2
CCOC(=O)C1(O)CC(C)=NN1C(=O)c1cccc(Cl)c1 (centres undefined)	0.2	8	-1	6	0	11	1	24
Cn1c(=O)[nH]c(=O)c2[nH]c(NCCCN3CCOCC3)nc21	0.4	6	0	8	-13	-4	-10	5
O=C(COc1cccnc1[N+](=O)[O-])NCCc1ccc(F)cc1	-0.5	20	-1	-17	4	0	2	12
COc1ccc(S(=O)(=O)N2CC(C(=O)O)Oc3ccccc32)cc1 (centres undefined)	-1.3	-4	-5	3	-17	-9	8	0
O=C(CSc1ccc2nnc(-c3ccccc3)n2n1)NCc1ccco1	4.6	20	-1	-11	16	-6	1	-1

More records.
SMILES	UPR CHOP act	tim10-1 inh	XBP1 UPR activ	TIM10 inh	Mdm2 MdmX PPI	tim23-1 inh	Jurkat NFkB inh	697 NFkB inh
N#C/C(=C/c1ccc(N2CCOCC2)o1)C(=O)NC1CCCCC1	4.0	-1	4	13	-13	23	-25	11
CCCCNC(=O)NNC(=O)c1ccco1	2.3	2	2	1	17	10	18	1
c1ccc(Oc2cnc3ccccc3n2)cc1	-0.3	3	-2	-8	15	6	-9	2
CCOC(=O)c1c(CN2CCCCC2)n(C)c2ccc(OC)c(S(=O)(=O)c3ccccc3)c12	-2.8	22	-1	4	2	12	-28	-9
CC(=O)c1cccc(NC(=O)C(C)OC(=O)Cc2n[nH]c(=O)c3ccccc23)c1 (centres undefined)	-1.0	1	-2	2	3	-9	-2	17
NC(=O)CN1C(=O)C(=O)N(Cc2ccc(F)cc2)C1=O	0.2	-2	-3	12	7	3	4	9
CC(C)(C)c1cc(OC(=O)c2ccccc2F)ccc1O	1.3	45*	0	48*	8	36	1	0
CC(=O)c1ccc(NC(=O)CSc2nnc(-c3ccncc3)o2)cc1	0.7	-5	-3	5	-9	-10	-14	-5
CC(c1ccccc1)n1c(CO)nc2ccccc21 (centres undefined)	0.5	-5	-3	-2	-2	0	4	9
CCCc1cc(=O)oc2cc(C)cc(OCC(=O)NCCCN3CCCC3=O)c12	2.0	16	-7	-5	13	4	12	8
O=C(Nc1nnc(C2CC2)o1)c1ccc(S(=O)(=O)N2CCCc3ccccc32)cc1	6.3	27	-2	30	50*	27	0	-32
CC1(C)CC2CC(C)(CN2C(=O)COC(=O)CNC(=O)c2ccc(Cl)c(Cl)c2)C1 (centres undefined)	8.5	22	-1	16	-4	22	2	14
CCC(CC)=NNc1ccc(S(N)(=O)=O)cc1[N+](=O)[O-]	-0.4	7	-5	7	12	11	-6	23
CCc1nc2sc(C)c(C)c2c(=O)n1CCO	-0.7	4	-4	3	11	2	0	16
C=CCn1c(SCC(=O)N2CCCC2=O)nc2sc(CC)cc2c1=O	0.4	-7	-4	-5	-24	16	-6	18
CC(C)C(=O)Nc1ccc(Cc2ccc(NC(=O)C(C)C)c(O)c2)cc1O	-3.3	3	-3	9	5	14	-2	18
CCc1cc2c(=O)c(Oc3ccccc3F)c(C)oc2c(CN(C)C)c1O	0.1	15	0	2	-2	4	11	14
COC(=O)c1c(C(=O)OC)c(-c2ccc(C)cc2)n2c1CCC2	-3.6	22	1	31	25	38	0	-9
O=S(=O)(NC1c2cccc3cccc(c23)C1Sc1ncccn1)c1ccccc1 (centres undefined)	-2.7	16	-2	1	7	33	-4	-13
Cc1cccc(C(=O)NC(=S)N2CCN(C)CC2)c1	-0.8	9	-5	-1	-16	-5	6	-8
O=C(C1=C[C@@H](c2ccc(Br)cc2)C[C@@H](OCc2ccc(CO)cc2)O1)N1CCN(Cc2ccccc2)CC1	0.7	40	1	-6	27	7	-17	-5
Cc1ccc(NS(=O)(=O)c2cc(C(=O)Nc3cccc([N+](=O)[O-])c3)ccc2C)cc1	2.4	23	3	16	42	12	6	-3
CC1=Nc2cc(Cl)ccc2Oc2ccccc21	-1.3	32	-2	-10	-4	19	5	0
O=C(O)COCC(=O)Nc1ccc(OCCc2ccccc2)cc1	-0.4	0	-4	-1	-6	-3	4	4
CCOC(=O)c1cn(CC)c2cc(F)c(F)cc2c1=O	-0.9	-8	3	-17	10	-11	-7	-9
